Source: PubChem BioAssay
HCV inhibitor: qHTS Assay for Inhibitors of Hepatitis C Virus (HCV); Huh7.5.1 HCVcc-Cre infection, luciferase reporter, 44 h; Potency, µM (titrated, usually from 41.8 µM), for the others: at the highest dose activity change, negative = inhibition, usual class: inhibitors; hit rate 3.4% among 340,000; note: potency is the fitted concentration of half-maximal effect
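Infectious HCVcc-Cre (~0.5 moi) was added to cells just after compound, with cells seeded 4 h earlier at 1,000 per well. Luciferase activity after 44 h culture reported infection; substrate was incubated 15 min at room temperature before reading.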
Sm TGR block: qHTS Assay for the Inhibitors of Schistosoma Mansoni Peroxiredoxins; purified TGR, DTNB reduction, TNB absorbance 405 nm; Schistosoma mansoni thioredoxin glutathione reductase (TGR), Q962Y6; Potency, µM (titrated, usually from 114 µM), for inactives: top-dose activity change, negative = inhibition, most hits filed as inhibitors; hit rate 3% among 360,000; AID 485364, 2010; note: potency is the fitted concentration of half-maximal effect; nearly all actives have a fitted effect of over 60% in size
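First, TGR (20 nM dispensed) and NADPH were mixed with compound. Second, a 15 min room-temperature incubation followed. Third, further NADPH and then DTNB were added to start the reaction. Finally, TNB absorbance was monitored kinetically.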
FBPA Giardia inh: qHTS Assay for Inhibitors of Fructose-1,6-bisphosphate Aldolase from Giardia Lamblia | hit rate 0.71% among 290,000 | Potency, µM (highest dose often 59.6 µM), for the others: top-dose activity, negative = inhibition, usual class: inhibitors | A8B2U2 | purified Giardia FBPA; note: potency is the fitted concentration of half-maximal effect; nearly all actives have a fitted effect of over 55% in size
Target sequence (A8B2U2 whole entry, looked up): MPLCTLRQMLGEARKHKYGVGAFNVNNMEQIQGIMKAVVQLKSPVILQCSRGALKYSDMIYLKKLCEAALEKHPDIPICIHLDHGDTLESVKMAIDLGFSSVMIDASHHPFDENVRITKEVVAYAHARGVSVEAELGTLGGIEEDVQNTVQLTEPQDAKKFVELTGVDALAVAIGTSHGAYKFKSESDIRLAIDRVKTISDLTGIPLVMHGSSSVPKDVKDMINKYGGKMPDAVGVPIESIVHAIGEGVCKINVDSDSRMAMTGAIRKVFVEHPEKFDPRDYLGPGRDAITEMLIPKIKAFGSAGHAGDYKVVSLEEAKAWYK
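40 nM FBPA preincubated 10 min at RT with compound (up to 57.5 uM final), then substrate plus GAPDH/TPI/NAD/arsenate coupling and diaphorase/resazurin added. Fluorescence read after 20 min at RT, 525/598 nm.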
AmpC detergent: qHTS Inhibitors of AmpC Beta-Lactamase (assay with detergent); AmpC hydrolysis of nitrocefin, absorbance 480 nm, 0.01% Triton; Potency, µM (doses to about 114 µM), without a hit: at the top dose activity change, negative = inhibition, usual class: inhibitors; AID 485294, 2010; hit rate 0.041% among 370,000;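 note: potency is the fitted concentration of half-maximal effect; 0% = no-compound wells and -100% = no-enzyme wells; nearly all actives have a fitted effect of over 25% in size; some results filed as inactive show a strong effect at the top dose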
Target sequence (P00811 whole entry, looked up): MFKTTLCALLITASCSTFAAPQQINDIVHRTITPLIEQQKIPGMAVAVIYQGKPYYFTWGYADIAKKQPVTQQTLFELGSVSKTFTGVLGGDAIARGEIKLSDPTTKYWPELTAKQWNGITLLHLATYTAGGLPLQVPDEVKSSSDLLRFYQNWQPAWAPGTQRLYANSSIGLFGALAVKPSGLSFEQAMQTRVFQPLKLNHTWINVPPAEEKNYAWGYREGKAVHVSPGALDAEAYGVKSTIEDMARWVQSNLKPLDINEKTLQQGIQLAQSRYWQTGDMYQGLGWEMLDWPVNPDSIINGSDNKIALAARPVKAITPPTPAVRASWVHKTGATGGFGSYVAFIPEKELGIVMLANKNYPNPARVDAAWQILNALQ
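20 mM phosphate pH 7.0 + 0.01% (detergent screen) or 0.0001% Triton X-100; 5.3 nM AmpC reagent; cpd preinc 15 min RT; nitrocefin (800 uM stock) to start; A480 q20 s × 4 min; Activity was normalised to no-enzyme and no-compound control wells.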
AmpC no deterg: qHTS Inhibitors of AmpC Beta-Lactamase (assay without detergent) | AmpC nitrocefin hydrolysis, absorbance 480 nm, 0.0001% Triton | Potency, µM (highest dose often 57.1 µM), inactives show at the top dose activity change, negative = inhibition, usual class: inhibitors | AID 485341, 2010 | hit rate 0.52% among 330,000;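 note: potency is the fitted concentration of half-maximal effect; plate controls were no compound for no effect and no enzyme for full effect; nearly all actives have a fitted effect of over 20% in size; some results filed as inactive show a strong effect at the top dose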
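AmpC (5.3 nM in the dispensed reagent) in 20 mM phosphate pH 7.0 with 0.01% (detergent screen) or 0.0001% Triton X-100 was preincubated with compounds for 15 min at room temperature. Nitrocefin was then added from an 800 uM solution, and hydrolysis was followed at 480 nm.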
HCMV inh: qHTS Assay for inhibitors of the human cytomegalovirus (HCMV); HFF cells, HCMV-luciferase reporter, 72 h; stronger effect = lower value; activity change, negative = inhibition, % at 57.5 µM; hit rate 4.5% among 410,000; AID 1259415, 2018; in the data active = activity change below about -60%; inconclusive = no clear call, values can overlap the other calls; inactive = above about -39%
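Inhibition of viral replication was scored as loss of reporter luminescence in HFFs infected with HCMV-luciferase (MOI 1 PFU/cell) for 72 h; compounds tested at 2 doses, normalized to buffer and Salinomycin controls.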
Starred values were filed as active, the others as inactive; ? = inconclusive; nt = not tested or not shown; [ ] = dose if it differs, or a comment. Unless noted, calls come from the whole dose curve; as a rule, active = well fitted curve in the direction sought with a large enough effect; inconclusive = small, poorly fitted or top-dose-only effect, or another doubt; inactive = no such curve, though single readings can be large; an effect the other way counts as inactive or inconclusive. Unless noted, % is set by controls: 0 for no effect and ±100 for the full control effect.

SMILES | HCV inhibitor | Sm TGR block | FBPA Giardia inh | AmpC detergent | AmpC no deterg | HCMV inh
COc1ccccc1NC(=O)CN(Cc1ccco1)C(=O)c1ccc(=O)[nH]c1 | -2% | -14% | 1% | 5% | -4% | -5
CCCC(=O)Nc1nc2c(s1)COc1ccccc1-2 | -16% | -3% | -6% | -6% | -22% | ?
CCOC(=O)c1ccc(NC(=O)CSc2cc(=O)n(CC)c3ccccc23)cc1 | nt | -7% | nt | 0% | nt | 13
CN(C(=O)COC(=O)c1c2c(nc3ccccc13)/C(=C/c1cccc([N+](=O)[O-])c1)CCC2)C1CCS(=O)(=O)C1 (stereo not drawn) | 1.8µM* | 0% | -5% | -11% | 82%[activator] | ?
COC(=O)c1cc(-c2cccc([N+](=O)[O-])c2)c2c(=O)[nH]c(=O)n(C)c2n1 | -12% | 4% | 10% | -10% | -19% | 22
O=C(N/N=C/c1cccc([N+](=O)[O-])c1)C1CC(=O)N(c2ccc(Br)cc2)C1 (stereo not drawn) | ? | -18% | 2% | -5% | -15% | 5
CN1C(=O)N(C)C2(C)CC1(C)N(C)C(=O)N2C | 4% | 19% | 4% | 0% | -6% | -6
CN(C(=O)CN1C(=O)/C(=C/c2ccccc2F)SC1=S)C1CCS(=O)(=O)C1 (stereo not drawn) | 5% | 2% | -14% | 3% | -17% | -32
Cc1nnc(SCC(=O)Nc2ncc3c(n2)CC(C)(C)CC3=O)s1 | 15% | -21% | -1% | 2% | -15% | 4
O=C(Cn1c(=O)oc2cc(S(=O)(=O)N3CCc4ccccc43)ccc21)N1CCCCC1 | -16% | 1% | 1% | ? | 24% | 13
CCCN(CCC)C(=O)CC(c1ccccc1)c1ccc(C)cc1O (stereo not drawn) | nt | 9% | 1% | -12% | -12% | -70*
Cc1ccnc(NC(=O)C2CCN(S(=O)(=O)c3ccc(C)c(C)c3)CC2)c1 | ? | -4% | nt | -14% | -7% | -5
O=C(N/N=C/c1cccnc1)c1cc(Br)ccc1O | 8% | 0% | -15% | ? | -29% | 30
CCCN(Cc1nnc(-c2cccs2)o1)C(=O)c1cc(S(=O)(=O)N2CCOCC2)ccc1C | -3% | -2% | nt | 8% | 206%[activator] | -28
O=C(CN1C(=O)NC2(CCCC2)C1=O)NNC(=O)c1ccc(F)cc1 | 15% | 2% | nt | -11% | -8% | 2
COCCn1c(SCC(=O)Nc2cccc(OC)c2)nnc1-c1ccc(Cl)cc1 | -21% | 4% | -1% | -20% | 28% | 59
Cc1ccc(OC(=O)c2cccc(C(=O)Oc3ccc(C)cn3)n2)nc1 | nt | 2% | -17% | 3% | -10% | nt
O=C(NCC(c1ccco1)S(=O)(=O)c1cccs1)c1ccccc1 (stereo not drawn) | nt | 0.32µM* | nt | 0% | nt | 23
C/C(=N\Nc1nc(N)cc(Cl)n1)c1cccc([N+](=O)[O-])c1 | nt | 4% | -7% | -11% | -8% | -5
CCOC(=O)N1CCN(Cc2nc(Cc3cccc(C(F)(F)F)c3)no2)CC1 | 5% | 1% | 0% | 5% | 123%[activator] | 12

Full records from above. Values in the order: HCV inhibitor	Sm TGR block	FBPA Giardia inh	AmpC detergent	AmpC no deterg	HCMV inh
Record of `O=C(CN1C(=O)NC2(CCCC2)C1=O)NNC(=O)c1ccc(F)cc1` → 15%	2%	nt	-11%	-8%	2
Record of `CN(C(=O)COC(=O)c1c2c(nc3ccccc13)/C(=C/c1cccc([N+](=O)[O-])c1)CCC2)C1CCS(=O)(=O)C1` (stereo not drawn) → 1.8µM*	0%	-5%	-11%	82%[activator]	?

Continuation:
SMILES | HCV inhibitor | Sm TGR block | FBPA Giardia inh | AmpC detergent | AmpC no deterg | HCMV inh
CCOC(=O)c1c(NC(=O)CN2C(=O)NC3(CCCCC3C)C2=O)sc(C(=O)N(C)C)c1C (stereo not drawn) | ? | -13% | nt | -4% | 9% | 34
CN(C)c1ccc(NC(=O)c2ccc3c(c2)nnn3C)cc1 | -5% | nt | -4% | 8% | -18% | 19
CCCN(CCC)CCCNC(=O)c1cc2c(-c3ccc(Cl)cc3)nn(C)c2s1 | nt | 5% | nt | 1% | nt | -89*
COc1ccc(Cl)cc1NC(=O)CN(C)C(=O)Cn1c(=O)oc2ccccc21 | ? | -1% | nt | -16% | 53% | 0
O=c1c2ccccc2nc(-c2ccc([N+](=O)[O-])cc2)n1O | 0% | 0% | -27% | 4% | -10% | -31
Cc1ccc(C(=O)OCn2nnc3ccccc3c2=O)cc1[N+](=O)[O-] | -5% | 6% | 1% | -3% | -25% | -1
COc1ccc2c(=O)c(C(=O)NCCc3ccccc3)c[nH]c2c1 | -4% | -5% | 2% | -15% | -33% | 14
CC1CCN(C(=S)NCCc2ccccc2)CC1 | -1% | -24% | -1% | 1% | -20% | 83
O=S(=O)(c1ccc(Nc2ccc3c(c2)OCO3)nc1)N1CCOCC1 | 2% | -6% | -7% | -7% | -33% | 12
Cc1ccc(C(C(=O)NC2CCCCC2)N(C)Cc2ccccc2)cc1 (stereo not drawn) | nt | -1% | nt | -2% | nt | 11
Cc1ccccc1Cc1c(C)nc2nc(SCC(=O)N3CCC4(CC3)OCCO4)nn2c1C | -11% | 5% | 2% | ? | 107%[activator] | -30
CCOc1ccccc1NC(=S)NCc1cccn1C | -21% | -6% | 1% | 3% | -23% | -18
Cc1ccccc1N1CCN(C2CCCN(C(=O)c3ccc(Cl)s3)C2)CC1 (stereo not drawn) | nt | -32% | nt | -15% | 113%[activator] | -1
CN(C(=O)COC(=O)/C=C/c1ccc2ccccc2n1)C1CCS(=O)(=O)C1 (stereo not drawn) | -11% | 0% | -11% | ? | -7% | ?
O=C(NCCc1ccccc1)C(=O)NCC1OCCCN1S(=O)(=O)c1ccc(F)cc1 (stereo not drawn) | nt | 1% | nt | 0% | 3% | -18
Cc1nn(C)c(Cl)c1CN1CCCC(C(=O)Nc2ccc(-c3cscn3)cc2)C1 (stereo not drawn) | ? | -2% | nt | -1% | 148% | -28
CS(=O)(=O)N1CCc2cc(S(=O)(=O)N3CCN(Cc4ccc5c(c4)OCO5)CC3)ccc21 | ? | 7% | 1% | ? | 59% | nt
CC1=CC(C2CC(=O)N(c3ccc(C)cc3)C2=O)CC2C(=O)N(c3ccc(C)cc3)C(=O)C12 (stereo not drawn) | -3% | -12% | 0% | 2% | 121%[activator] | -22
O=C1NC(=O)/C(=C\c2ccc(OCc3ccccc3)cc2)S1 | 11% | 10% | -21% | ? | -40% | 31
O=C(CSCCN1C(=O)c2ccccc2C1=O)Nc1ccc2ccccc2c1 | 30%[activator] | 3% | 1% | 1% | -12% | -6

SMILES | HCV inhibitor | Sm TGR block | FBPA Giardia inh | AmpC detergent | AmpC no deterg | HCMV inh
COc1ccc(OCC(=O)N2CCN(C(=O)c3ccccc3)CC2)cc1 | 3% | -7% | -3% | -1% | -2% | -12
CC(C)(CNC(=O)c1sc2cc(F)ccc2c1Cl)N1CCOCC1 | 11µM* | -12% | 2% | ? | -13% | ?
COc1ccc2cc(C(=O)C3CCCN(C(=O)c4cc5nc(C)cc(C)n5n4)C3)ccc2c1 (stereo not drawn) | 2% | 2% | 0% | 6% | 165%[activator] | -14
O=C(CCN1C(=O)/C(=C\c2ccco2)SC1=S)Nc1ccc(C(=O)O)c(O)c1 | -15% | 18µM* | ? | ? | -57% | -15
CCOc1ccc(C(=O)Nc2cccc3ncccc23)cc1Br | ? | -1% | 2% | -1% | 7% | ?
Cc1ccc2c(c1)Cc1c(nc(-c3ccc(Cl)cc3)nc1SCC(=O)N1CCCCC1)O2 | nt | 0% | nt | -1% | nt | 14
Cc1cc(-c2[nH]nc3c2C(c2ccc(Cl)cc2)C(C#N)=C(N)O3)c(C)s1 (stereo not drawn) | -5% | 1% | -5% | -5% | ? | -16
O=C(NCC1CCCO1)c1ccc2c(c1)C(=O)N(c1cccc([N+](=O)[O-])c1)C2=O (stereo not drawn) | 7% | 1% | 6% | -10% | -12% | 4
O=S1(=O)CCN(Cc2ccccn2)CC1 | 22% | 6% | -1% | 4% | -15% | 1
Cc1cc(=O)[nH]c2nnc(SCc3cccc(F)c3)n12 | nt | 10% | nt | -6% | nt | ?
Cc1ccc(-c2n[nH]c(=O)c3ccccc23)c(C)c1 | -16% | -24% | 3% | -12% | -17% | ?
CCOc1ccc(CC(=O)NCc2ccc3c(c2)CCN3C(C)=O)cc1OCC | nt | -7% | nt | -5% | nt | 74
O=C(CN1CCCC1)Nc1c(C(=O)C2CC2)oc2ccccc12 | -22% | -9% | 8% | -8% | -9% | 9
COC(=O)c1ccc(NCCc2csc(-c3ccc(C)cc3)n2)c([N+](=O)[O-])c1 | 12% | -3% | 3% | 4% | -10% | 25
O=C(O)c1ccc(Cn2cc(Cl)cn2)cc1 | 9% | 2% | 7% | 10% | -19% | 20
CCCCN(C(=O)CSCC(=O)Nc1cccc(C)c1)c1c(N)n(CCCC)c(=O)[nH]c1=O | -3% | -1% | nt | 0% | 37% | -14

Entries listed so far with a thiophene ring, fused or not (seven):
SMILES | HCV inhibitor | Sm TGR block | FBPA Giardia inh | AmpC detergent | AmpC no deterg | HCMV inh
CCCN(Cc1nnc(-c2cccs2)o1)C(=O)c1cc(S(=O)(=O)N2CCOCC2)ccc1C | -3% | -2% | nt | 8% | 206%[activator] | -28
O=C(NCC(c1ccco1)S(=O)(=O)c1cccs1)c1ccccc1 (stereo not drawn) | nt | 0.32µM* | nt | 0% | nt | 23
CCOC(=O)c1c(NC(=O)CN2C(=O)NC3(CCCCC3C)C2=O)sc(C(=O)N(C)C)c1C (stereo not drawn) | ? | -13% | nt | -4% | 9% | 34
CCCN(CCC)CCCNC(=O)c1cc2c(-c3ccc(Cl)cc3)nn(C)c2s1 | nt | 5% | nt | 1% | nt | -89*
Cc1ccccc1N1CCN(C2CCCN(C(=O)c3ccc(Cl)s3)C2)CC1 (stereo not drawn) | nt | -32% | nt | -15% | 113%[activator] | -1
CC(C)(CNC(=O)c1sc2cc(F)ccc2c1Cl)N1CCOCC1 | 11µM* | -12% | 2% | ? | -13% | ?
Cc1cc(-c2[nH]nc3c2C(c2ccc(Cl)cc2)C(C#N)=C(N)O3)c(C)s1 (stereo not drawn) | -5% | 1% | -5% | -5% | ? | -16
